PP1 inh: PP1-alpha phosphatase inhibitors, primary screen, counter-screen for PP5 inhibitor project, biochemical, fluorescence, OMFP substrate, single point; Serine/threonine-protein phosphatase PP1-alpha catalytic subunit (Homo sapiens), P62136; purified PP1alpha; inhibition, % at 6.7 µM; 320,000 tested, 0.9% active;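 active = inhibition above the mean inhibition of all tested compounds plus 3 SD, computed separately for each screening campaign, cut at about 15% in these data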
PAFAH2 inh: PAFAH2 enzyme inhibitors, primary screen, biochemical, fluorescence polarization, human; Platelet-activating factor acetylhydrolase 2, cytoplasmic (Homo sapiens), Q99487; recombinant PAFAH2, FP-rhodamine activity probe; inhibition, % at 3.39 µM; 340,000 tested, 0.99% active;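 active = inhibition above the mean over all tested compounds plus 3 SD, cut at about 30% in these data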;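 also: inhibitors block probe labeling of enzyme so polarization drops; 0% = enzyme with DMSO and 100% = wells lacking PAFAH2 protein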
procasp3 activ: activators of human procaspase-3 D3A mutant, primary screen, biochemical, absorbance, PC-3 D3A mutant, single concentration; Caspase-3 (Homo sapiens), P42574; 330,000 tested, 0.11% active; activation, % at 8.5 µM; recombinant procaspase-3 D3A, Ac-DEVD-pNA absorbance 405 nm; AID 463141, 2010;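 active = activation above the mean of all tested compounds plus 3 SD, cut at about 21% in these data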;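 also: 0% = DMSO alone and 100% = DMSO wells spiked with extra 5 µM PC-3 D3A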
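Assay system: Autoprocessing-dead procaspase-3 D3A mutant enzyme; also added: Ac-DEVD-pNA; doses: one concentration, 8.5 µM nominal, 0.8% DMSO; times: 1 h compound preincubation, 2 h substrate hydrolysis at 25 °C; technique: 405 nm absorbance of p-nitroaniline, reads at 0 and 120 min; measure: % activation between DMSO and enzyme-spiked controls; repeats: single replicate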
core dimer inh: inhibitors of HCV core protein dimerization, primary screen, biochemical, TR-FRET, high-throughput; inhibition, % at 5 µM; 300,000 tested, 0.33% active; TR-FRET GST/Flag-core106 dimerization, 1536-well;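 active = inhibition above the mean of all tested compounds plus 3 SD, set per screening campaign, cut at about 45% in these data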
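System: GST/Flag-tagged HCV core106 proteins. Incubation: compound-protein-antibody incubation 4 h at 22.5 °C. Technique: HTRF with 340 nm excitation, 617/671 nm emission. Medium: KF-containing HEPES buffer, pH 7.45, DTT, CHAPS, BSA. Read-out: inhibition (%) from 671 over 617 nm ratio. Also added: Eu(K)-anti-GST 90 ng/mL plus XL665-anti-Flag 1 µg/mL.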
AHR act: AHR activators, primary screen, cell-based, luminescence, luciferase reporter, human; activation, % at 5 µM; 320,000 tested, 2.5% active; Aryl hydrocarbon receptor (Homo sapiens), P35869; AHR-responsive luciferase reporter cells; in the data active = activation above about 47%;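 also: 0% = vehicle wells and 100% = reference agonist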
Target sequence (P35869 whole entry, looked up): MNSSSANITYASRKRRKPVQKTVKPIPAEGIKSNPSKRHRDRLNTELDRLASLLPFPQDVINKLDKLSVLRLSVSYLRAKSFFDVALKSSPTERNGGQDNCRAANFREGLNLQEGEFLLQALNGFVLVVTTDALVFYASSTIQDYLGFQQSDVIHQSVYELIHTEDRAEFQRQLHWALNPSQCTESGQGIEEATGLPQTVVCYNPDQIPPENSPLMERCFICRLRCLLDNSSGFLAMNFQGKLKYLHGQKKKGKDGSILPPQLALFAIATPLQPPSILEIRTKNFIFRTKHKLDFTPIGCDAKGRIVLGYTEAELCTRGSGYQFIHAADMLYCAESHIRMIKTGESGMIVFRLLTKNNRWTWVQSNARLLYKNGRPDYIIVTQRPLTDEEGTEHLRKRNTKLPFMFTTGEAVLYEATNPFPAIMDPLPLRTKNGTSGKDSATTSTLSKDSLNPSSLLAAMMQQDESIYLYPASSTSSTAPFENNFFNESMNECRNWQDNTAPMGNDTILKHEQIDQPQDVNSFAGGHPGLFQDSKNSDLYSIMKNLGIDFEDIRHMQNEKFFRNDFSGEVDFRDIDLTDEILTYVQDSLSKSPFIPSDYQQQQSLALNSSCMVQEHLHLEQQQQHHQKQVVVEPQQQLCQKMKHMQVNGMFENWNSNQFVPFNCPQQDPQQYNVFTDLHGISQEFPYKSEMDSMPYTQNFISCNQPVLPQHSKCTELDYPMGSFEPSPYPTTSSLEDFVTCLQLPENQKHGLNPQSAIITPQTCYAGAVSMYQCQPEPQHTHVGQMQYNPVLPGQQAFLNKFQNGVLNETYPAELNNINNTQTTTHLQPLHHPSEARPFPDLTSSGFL
Fh CTSL1 inh: Fasciola hepatica cathepsin L1 inhibitors, primary screen, counter-screen for PFM18AAP inhibitor project, biochemical, QFRET, fluorogenic peptide substrate. recombinant F. hepatica cathepsin L1, Z-Leu-Arg-MCA fluorescence. inhibition, % at 5.96 µM. 300,000 tested, 0.49% active. AID 1906, 2009;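 active = inhibition above the mean of all tested compounds plus 3 SD, set per screening campaign, cut at about 17% in these data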;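 also: 0% = plate median of test compound wells and 100% = 1 µM Z-Phe-Ala-diazomethylketone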
TPT1 inh: Candida albicans TPT1 enzyme inhibitors, primary screen, biochemical, fluorescence polarization | inhibition, % at 5 µM | recombinant caTPT1, FP RNA substrate dephosphorylation | 300,000 tested, 0.81% active;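 active = inhibition above the mean of all tested compounds plus 3 SD, set per screening campaign, cut at about 24% in these data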;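 also: plate controls were DMSO alone for no effect and ferristatin control at 100 nM for full effect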
procasp7 counter: procaspase-7 activators, primary screen, counter-screen for procaspase-3 activator project, biochemical, absorbance, HTS, human. AID 463210, 2010. activation, % at 8.5 µM. recombinant procaspase-7, Ac-DEVD-pNA absorbance 405 nm; D23A/D198A/D206A triple mutant, cannot self-cleave; scale: DMSO 0, 5 µM enzyme 100. 330,000 tested, 0.093% active. Caspase-7 (Homo sapiens), P55210;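 active = percent activation above the screen-wide mean plus 3 SD, cut at about 25% in these data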
Target sequence (P55210 whole entry D23A/D198A/D206A): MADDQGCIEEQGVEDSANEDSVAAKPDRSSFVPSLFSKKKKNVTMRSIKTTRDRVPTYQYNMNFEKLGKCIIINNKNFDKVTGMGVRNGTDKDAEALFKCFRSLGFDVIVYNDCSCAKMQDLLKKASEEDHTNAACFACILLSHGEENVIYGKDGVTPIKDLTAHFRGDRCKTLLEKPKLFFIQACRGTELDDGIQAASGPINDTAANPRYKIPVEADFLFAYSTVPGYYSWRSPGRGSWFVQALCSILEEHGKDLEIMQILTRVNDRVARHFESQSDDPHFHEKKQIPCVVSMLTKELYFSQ
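Assay system – Uncleavable procaspase-7 mutant enzyme · Quantity – 2 µM procaspase-7 mutant as dispensed · Times – 1 h preincubation, 2 h reaction · Dosing – single nominal 8.5 µM compound dose, 0.8% DMSO final · Buffer or medium – Zinc-free 50 mM HEPES buffer, pH 7.4, with NaCl and Triton X-100 · Detection – Epi-absorbance of released pNA at 405 nm, two timepoints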
PP5 primary: PP5 phosphatase inhibitors, primary screen, biochemical, fluorescence | inhibition, % at 6.7 µM | 320,000 tested, 0.18% active | purified PP5c, OMFP substrate fluorescence | AID 1987, 2009;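 active = inhibition above the campaign's mean inhibition across all tested compounds plus 3 SD, cut at about 9.5% in these data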;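 also: 0% = DMSO only and 100% = 100 µM cantharidin control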
Numbers without * were called inactive; nt = no result given.

SMILES | PP1 inh | PAFAH2 inh | procasp3 activ | core dimer inh | AHR act | Fh CTSL1 inh | TPT1 inh | procasp7 counter | PP5 primary
CC(C)[C@H](NC(=O)c1ccco1)C(=O)OCc1cc(=O)n2c(n1)sc1ccccc12 | -1 | 12 | 3 | 23 | 3 | -1 | 2 | 5 | 1.4
Cc1ccc2oc3c(c(=O)c2c1)C(c1cccc(Cl)c1)N(CCCN1CCOCC1)C3=O (stereo not drawn) | 0 | 0 | -2 | 2 | 3 | 2 | -3 | -9 | 1.6
Cc1ccc2oc(=O)n(CCOc3ccccc3C)c2c1 | 2 | 9 | -2 | 1 | 4 | -3 | 7 | -3 | 1.1
COc1ccc(NC(=O)C2CCN(C(=O)NC3CCCCC3)CC2)c(OC)c1 | -2 | -1 | -10 | 1 | 2 | -3 | 0 | 5 | 0.2
CCCCN(Cc1cc2cc(OC)ccc2[nH]c1=O)C(=O)c1ccccn1 | -4 | 4 | -1 | 8 | 3 | -1 | 2 | -3 | -0.9
COC(=O)c1cc(C(=O)OCC(=O)Nc2cc(C)on2)cc([N+](=O)[O-])c1 | -2 | -6 | -1 | -3 | 0 | 3 | 1 | 2 | -1.1
CCC(C)(C)NC(=O)C(c1ccco1)N(C(=O)Cn1nnc2ccccc21)c1ccc2c(c1)OCO2 (stereo not drawn) | -2 | -4 | 5 | 7 | 1 | 0 | -1 | 4 | -1.4
CCOC(=O)c1ccc(NC(=O)CCNS(=O)(=O)c2cc(Br)cnc2N)cc1 | -4 | -4 | 0 | -14 | 2 | 3 | -1 | 0 | 0.4
Cc1nn(-c2ccccc2)c2sc(C(=O)NCCN3CCOCC3)cc12 | 0 | 16 | 1 | 2 | -3 | 0 | -4 | 0 | -1.6
CCN(CC)CCN(C(=O)CCS(=O)(=O)c1ccccc1)c1nc2cc(C)cc(C)c2s1 | -4 | -10 | 1 | -6 | 28 | 34* | -4 | -3 | 0.9
Cc1ccc(S(=O)(=O)N2CCCCC2C(=O)N2CCN(C)CC2)cc1 (stereo not drawn) | -2 | 2 | -10 | 7 | -1 | -1 | -3 | -7 | 2.3
CC(=C/c1ccccc1)/C=N/NC(=O)c1ccc2nc[nH]c2c1 | 1 | -5 | 6 | -4 | 6 | -3 | -1 | -15 | 2.8
Cc1ccc(C(=O)Nc2ccc(OCc3ccccc3)cc2)cc1[N+](=O)[O-] | -10 | -8 | -3 | 4 | -4 | -4 | 2 | 6 | 3.6
Cc1cc(C)cc(N(CC(=O)NC2CCCC2)C(=O)CNC(=O)c2cccs2)c1 | 1 | -6 | 13 | 6 | 0 | -6 | -2 | 7 | 2.0
O=C(c1ccccc1)c1cc[n+]([O-])cc1 | -7 | 11 | 6 | -2 | 0 | 0 | 1 | 4 | -0.3
COCCN(Cc1cc2ccccc2[nH]c1=O)C(=O)c1ccccc1OC | 6 | 9 | 0 | 7 | 3 | -1 | -1 | 3 | 0.4
Cn1cc(C(=O)C(F)(F)F)c2ccccc21 | -4 | 6 | -4 | -2 | 18 | 0 | -2 | 3 | -0.9
COCC(=O)N(Cc1cc2ccc(C)cc2[nH]c1=O)c1ccc(C)cc1C | -4 | -1 | 4 | 8 | 0 | 4 | -1 | 4 | 1.5
COc1ccc(OC(C)C(=O)N2CCCc3ccccc32)cc1 (stereo not drawn) | 3 | 4 | 2 | -5 | 7 | -6 | 7 | -4 | 2.9
Cc1cc(Cl)ccc1OC(C)C(=O)NN=C1CCCCCC1 (stereo not drawn) | -2 | 6 | -6 | 2 | 3 | -1 | -5 | 4 | 0.9
CCNc1nc2ccccc2[nH]1 | -3 | 2 | 0 | -2 | 1 | 1 | -4 | -3 | 0.4
Cc1ccc(NS(=O)(=O)c2cc(C(=O)Nc3cccc(N(C)S(C)(=O)=O)c3)ccc2C)c(C)c1 | 1 | -3 | -5 | 2 | 19 | 5 | -1 | 0 | 3.5
CC1=NN(C(=O)Cc2ccccc2)C(O)(c2ccccc2)C1 (stereo not drawn) | -4 | -10 | -6 | 6 | 0 | 0 | 4 | 12 | 2.1
CCOC(=O)c1ccc(CNC(=O)CCC(=O)O)cc1 | -3 | -8 | 2 | -3 | 1 | -2 | 1 | 9 | 3.4
COc1ccc(-c2nnc(CSc3nc4ccccc4c(=O)n3CC3CCCO3)o2)cc1OC (stereo not drawn) | 0 | -1 | 4 | -3 | 3 | 2 | -2 | -5 | -2.2
O=C(O)/C=C/C(=O)Nc1ccc(Cl)c(C(=O)O)c1 | -8 | 1 | -6 | 3 | -5 | -5 | 1 | 1 | 0.4
C[C@H](NC(=O)[C@@H]1Cc2ccccc2CN1)C(=O)NCC1CCCO1 (stereo partly drawn) | 2 | -6 | 6 | 1 | -3 | 0 | 3 | 0 | 1.4
CCCCCOc1ccc(C(=O)CCN2CCOCC2)cc1 | -2 | 3 | -8 | 5 | 0 | 3 | -3 | -2 | -0.5
COc1ccc(CC(=O)N2CCCC2)c(OC)c1 | 0 | -10 | 3 | 3 | 2 | -2 | 1 | 10 | -0.2
CCOC(=O)c1c(NC(=O)c2c(-c3ccccc3)noc2C)sc(C)c1-c1ccccc1 | -2 | -3 | 10 | 5 | -3 | 7 | -2 | -3 | -7.4
CC1CN(C(=O)c2ccccc2Nc2ccc(SC(F)F)cc2)CC(C)O1 (stereo not drawn) | -4 | 9 | -11 | 6 | -2 | 3 | -1 | 0 | 5.5
O=C1/C(=C\c2ccco2)SC(=S)N1C1CCS(=O)(=O)C1 (stereo not drawn) | -5 | nt | -21 | 2 | 10 | 3 | -1 | -24 | 1.6
COc1cccc(/C=N/NC(=O)CSc2nnc(C)n2-c2ccccc2)c1O | 1 | 6 | 3 | -2 | 5 | 0 | -1 | 2 | 1.6
C=CCC[C@@H](Cc1ccc(F)cc1)C(=O)OC[C@@H](Cc1c[nH]c2ccccc12)NC(=O)[C@H](CC=C)CC(=O)NCCO | nt | -3 | -3 | nt | 2 | nt | nt | 10 | nt
O=S(=O)(NC1CC2CCC1C2)c1ccc(Br)cc1 (stereo not drawn) | -1 | -7 | -2 | 0 | -1 | 1 | 0 | 5 | 2.0
CCc1cc(=O)oc2cc(OCC(=O)NCCCN3CCOCC3)c(Cl)cc12 | -3 | 10 | 1 | 4 | 1 | 2 | -2 | -2 | 1.4
Cc1ccc(OCCNC(=O)CCc2nc3sc4c(c3c(=O)[nH]2)CCCC4)cc1 | -1 | 0 | -5 | 20 | 0 | -1 | 11 | 0 | 0.0
CCOC(=O)N1CCN(Cc2nc3cc(NC(=O)C(C)C)ccc3n2C)CC1 | -1 | -2 | 4 | 7 | 1 | 0 | 0 | -5 | 0.3
CC(=O)Nc1ccc(S(=O)(=O)NCCc2csc(C)n2)cc1 | -3 | 5 | 2 | -1 | -1 | -2 | 15 | 0 | 1.1
Cc1cccc(Nc2nc(-c3ccccn3)cs2)n1 | 64* | 0 | 4 | -7 | 40 | 6 | -2 | 0 | 9.3

Some values from the results shown.
COc1cccc(/C=N/NC(=O)CSc2nnc(C)n2-c2ccccc2)c1O – PAFAH2 inh: 6
CCOC(=O)c1ccc(NC(=O)CCNS(=O)(=O)c2cc(Br)cnc2N)cc1 – core dimer inh: -14

The results go on.
SMILES | PP1 inh | PAFAH2 inh | procasp3 activ | core dimer inh | AHR act | Fh CTSL1 inh | TPT1 inh | procasp7 counter | PP5 primary
O=C(CSc1ccc2nnc(-c3ccccn3)n2n1)Nc1ccc(F)cc1F | -3 | 11 | 6 | 13 | -1 | 0 | 0 | -17 | 0.1
CCOC(=O)c1cc(-c2ccccc2)n(CC(=O)NC(C)(C)C)c1C | 3 | -5 | 3 | 7 | -5 | 0 | -2 | -5 | 0.4
CN(C(=O)CSc1nc2ccccc2s1)c1c(N)n(Cc2ccccc2)c(=O)[nH]c1=O | -1 | -6 | -5 | -3 | 7 | -3 | -3 | 1 | -1.7
Cc1cc(=O)oc2cc(OCC(=O)OCC(=O)Nc3ccc(C(C)C)cc3)ccc12 | 2 | 3 | -2 | 9 | 4 | -6 | -1 | 0 | 4.0
COc1ccc(S(=O)(=O)NC(CC(=O)NCc2ccccc2OC)c2ccco2)cc1 (stereo not drawn) | -2 | 4 | -10 | 2 | 3 | 1 | -2 | 7 | -0.9
Cc1cc(-n2c(C)cc(C(=O)COc3ccccc3[N+](=O)[O-])c2C)no1 | -7 | 5 | 7 | 3 | 7 | 0 | -3 | -3 | -0.5
Cc1ccc(C(=O)NCc2ccccc2)c(F)c1F | -6 | 2 | -1 | -4 | -5 | -2 | 1 | -3 | 3.7
CSCCC(NC(=O)COc1ccccc1)C(=O)N1CCN(c2ccccc2Cl)CC1 (stereo not drawn) | 7 | 0 | 6 | 0 | -2 | 1 | 1 | 2 | 2.4
COc1ccc(CCNC(=O)c2cc(S(=O)(=O)N3CCOCC3)cn2C)cc1OC | -1 | -2 | 5 | -1 | 0 | 4 | 2 | 3 | 1.0
CCOC(=O)c1c(NC(=O)c2ccccc2)sc2c1CCc1ccccc1-2 | 2 | 7 | -9 | 2 | 7 | -1 | -2 | -18 | 1.6

Part of the list above, reformatted:
> CSCCC(NC(=O)COc1ccccc1)C(=O)N1CCN(c2ccccc2Cl)CC1 (stereo not drawn)
- PP1 inh: 7
- PAFAH2 inh: 0
- procasp3 activ: 6
- core dimer inh: 0
- AHR act: -2
- Fh CTSL1 inh: 1
- TPT1 inh: 1
- procasp7 counter: 2
- PP5 primary: 2.4

> COc1ccc(CCNC(=O)c2cc(S(=O)(=O)N3CCOCC3)cn2C)cc1OC
- PP1 inh: -1
- PAFAH2 inh: -2
- procasp3 activ: 5
- core dimer inh: -1
- AHR act: 0
- Fh CTSL1 inh: 4
- TPT1 inh: 2
- procasp7 counter: 3
- PP5 primary: 1.0

(next part)
SMILES | PP1 inh | PAFAH2 inh | procasp3 activ | core dimer inh | AHR act | Fh CTSL1 inh | TPT1 inh | procasp7 counter | PP5 primary
Cc1ccc(S(=O)(=O)N2CCOCC2)cc1C(=O)NCCCn1ccnc1 | 1 | 1 | 0 | -1 | 0 | -4 | 1 | 3 | 0.1
CCOC(=O)Oc1ccc2c(=O)c(Oc3cc(C)cc(C)c3)coc2c1 | 5 | 9 | 0 | 1 | 1 | 1 | 4 | 2 | 0.8
COc1ccc(-c2cc(C)no2)cc1S(=O)(=O)N1CCOc2ccc(Cl)cc21 | -4 | -12 | -4 | 8 | 2 | 1 | 11 | 1 | 0.0
COc1ccc(N2C(=O)CC(Sc3nnc(-c4ccccc4)o3)C2=O)cc1 (stereo not drawn) | -4 | -2 | -29 | 6 | 1 | 4 | -3 | -23 | 2.1
